Efflux pump mplx: inhibitors of Candida antifungal efflux pumps expressed in yeast; S. cerevisiae Candida pump triplex, Nile Red efflux; inhibition, % at 10 µM; hit rate 0.44% among 330,000; AID 485275;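 active = plate passing quality check with inhibition over a set limit, or well fluorescence over plate mean plus 4 SD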;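 note: Nile Red retained in pooled yeast measured as flow cytometry median fluorescence; 0% = buffer negative control and 100% = Enniatin B positive control; higher means more Nile Red kept so more efflux inhibition; some compounds called inactive have numbers as strong as hits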
LYPLA2 counter: LYPLA2 (human) inhibition in PME1 counter-screen; recombinant LYPLA2, FP-Rh probe fluorescence polarization; inhibition, % at 5.9 µM; AID 2177; hit rate 0.38% among 320,000; O95372;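 active = inhibition above the screen-wide mean plus 3 SD, limit set per campaign, cut at about 26% in these data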;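 note: 0% = LYPLA2 with DMSO and 100% = wells lacking LYPLA2 enzyme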
TPT1 inh: inhibitors of Candida albicans tRNA 2'-phosphotransferase TPT1 | recombinant caTPT1, FP RNA substrate dephosphorylation | inhibition, % at 5 µM | hit rate 0.81% among 300,000 | AID 1962;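 active = inhibition above the mean of all tested compounds plus 3 SD, set per screening campaign, cut at about 24% in these data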;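 note: plate controls were DMSO alone for no effect and ferristatin control at 100 nM for full effect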
PP1 inh: counter-screen for PP5 inhibitors: inhibitors of human PP1-alpha | P62136 | purified PP1alpha, OMFP fluorescence | inhibition, % at 6.7 µM | hit rate 0.9% among 320,000 | AID 2235;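 active = inhibition above the mean inhibition of all tested compounds plus 3 SD, computed separately for each screening campaign, cut at about 15% in these data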
Target sequence (P62136 whole entry, looked up): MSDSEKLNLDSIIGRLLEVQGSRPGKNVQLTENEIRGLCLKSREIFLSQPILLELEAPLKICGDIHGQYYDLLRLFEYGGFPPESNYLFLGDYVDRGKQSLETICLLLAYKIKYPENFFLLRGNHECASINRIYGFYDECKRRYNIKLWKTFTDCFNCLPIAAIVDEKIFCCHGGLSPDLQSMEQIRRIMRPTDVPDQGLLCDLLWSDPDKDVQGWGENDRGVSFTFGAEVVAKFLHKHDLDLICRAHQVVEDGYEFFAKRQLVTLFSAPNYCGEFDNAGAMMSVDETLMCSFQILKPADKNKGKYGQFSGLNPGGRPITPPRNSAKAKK
PP5 inh: PP5 (human) phosphatase inhibition; AID 1987; inhibition, % at 6.7 µM; purified PP5c, OMFP substrate fluorescence; hit rate 0.18% among 320,000; P53041;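 active = inhibition above the campaign's mean inhibition across all tested compounds plus 3 SD, cut at about 9.5% in these data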;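 note: 0% = DMSO only and 100% = 100 µM cantharidin control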
Target sequence (P53041 whole entry, looked up): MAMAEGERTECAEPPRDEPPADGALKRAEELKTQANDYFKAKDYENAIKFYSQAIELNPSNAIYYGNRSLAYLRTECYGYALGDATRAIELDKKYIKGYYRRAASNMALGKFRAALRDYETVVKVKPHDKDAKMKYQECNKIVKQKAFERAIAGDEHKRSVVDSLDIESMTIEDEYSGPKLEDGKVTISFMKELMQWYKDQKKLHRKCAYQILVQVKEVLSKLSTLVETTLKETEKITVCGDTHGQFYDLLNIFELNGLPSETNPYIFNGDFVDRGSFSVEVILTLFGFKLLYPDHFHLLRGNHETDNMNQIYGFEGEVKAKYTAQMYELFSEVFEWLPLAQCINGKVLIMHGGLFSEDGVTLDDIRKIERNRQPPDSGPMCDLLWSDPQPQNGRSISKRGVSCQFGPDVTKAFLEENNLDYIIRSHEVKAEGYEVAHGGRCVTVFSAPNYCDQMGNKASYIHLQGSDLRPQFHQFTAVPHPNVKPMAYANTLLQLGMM
PREPL inh: human PREPL enzyme inhibition | hit rate 0.68% among 320,000 | Q4J6C6 | inhibition, % at 5.96 µM | recombinant PREPL, fluorescence polarization activity-based probe; in the data active = inhibition above about 43%;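 note: 0% = enzyme with DMSO and 100% = wells lacking enzyme; many of its hits are not listed in these tables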
Fh CTSL1 inh: cathepsin L1 inhibition, PFM18AAP counter-screen; hit rate 0.49% among 300,000; recombinant F. hepatica cathepsin L1, Z-Leu-Arg-MCA fluorescence; inhibition, % at 5.96 µM;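 active = inhibition above the mean of all tested compounds plus 3 SD, set per screening campaign, cut at about 17% in these data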;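 note: 0% = plate median of test compound wells and 100% = 1 µM Z-Phe-Ala-diazomethylketone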
HCV core dimer: HCV core protein dimerization inhibition; hit rate 0.33% among 300,000; TR-FRET GST/Flag-core106 dimerization, 1536-well; inhibition, % at 5 µM; AID 1899;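 active = inhibition above the mean of all tested compounds plus 3 SD, set per screening campaign, cut at about 45% in these data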
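Assay system – GST-tagged and Flag-tagged HCV core protein residues 1-106 · Quantity – core106 proteins, GST 13.5 nM and Flag 17 nM · Benchmarks – unlabelled core106 and no-GST-core106 wells · Read-out basis – percent inhibition of core106 dimerization signal · Detection – time-resolved FRET, ex 340 nm, em 617 and 671 nm · Schedule – 4 h at 22.5 °C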
JMJD2C inh: human JMJD2C demethylase inhibition | hit rate 0.069% among 330,000 | inhibition, % at 2.35 µM | Q9H3R0 | GST-JMJD2C(1-420) H3K9me3 demethylation, DELFIA europium;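 active = more than half of a compound's replicate wells show inhibition beyond 50%, single wells judged on their own value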;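 note: signal counts dimethyl H3K9 product captured on neutravidin plate; 0% = median of DMSO wells and 100% = 0.3 times that DMSO median; strong numbers were not always called active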
* hit, by the source's call; i = inactive; nt = no result given.

Sequence of screens: Efflux pump mplx	LYPLA2 counter	TPT1 inh	PP1 inh	PP5 inh	PREPL inh	Fh CTSL1 inh	HCV core dimer	JMJD2C inh
- Cc1ccc(SCC(=O)Nc2cccc(C)c2)cc1
    0.0	-9	-3	-2	-2.5	-10	8	3	3
- CCCOC1CCCN(C(=O)c2cc(COc3ccc(F)c(F)c3)on2)C1 (stereo not given)
    0.1	3	-1	1	3.9	25	-1	1	2
- COC(=O)c1sccc1N/N=C/c1ccc(OC)c(OC)c1OC
    0.0	7	-1	-2	0.7	5	3	0	i
- CCSc1nc2c(c(=O)[nH]1)C(c1ccncc1)C(C(=O)OC)=C(C)N2 (stereo not given)
    -0.1	-2	3	9	0.0	3	-1	0	-1
- Cc1ccccc1N1CCN(C2CCCN(C(=O)c3cc(CC(C)C)nn3C)C2)CC1 (stereo not given)
    0.1	1	-1	0	-0.3	36	3	6	3
- COc1ccc(N(CC(=O)NC2CCCCC2)C(=O)CNC(=O)c2cccs2)cc1OC
    -0.6	2	-5	1	0.6	-1	-4	12	-7
- O=C(COC(=O)COc1ccc(Cl)cc1Br)NCc1cccs1
    -0.1	3	-4	-1	2.2	-5	-9	3	-2
- COc1ccc(OCC(O)Cn2cnc(-c3ccc(Br)cc3)c2)cc1 (stereo not given)
    0.1	11	1	2	3.2	0	0	-6	-34
- COC(=O)C1=C(O)C(C(=O)OC)C(c2ccc(C)cc2)C(C#N)(C#N)C1c1ccc(C)cc1 (stereo not given)
    -0.1	-4	8	3	0.2	1	0	4	30
- COCCN(C(=O)c1ccc(C)o1)c1c(N)n(CC(C)C)c(=O)[nH]c1=O
    0.3	-4	nt	1	4.0	15	nt	nt	-15
- CC1CCCC(=C\c2ccccc2)/C1=N/O (stereo not given)
    -0.3	-2	0	-2	1.0	-3	0	-1	-2
- COc1ccc(CCNC(=O)C(C)Sc2ccccc2)cc1OC (stereo not given)
    0.1	-7	6	-4	-0.8	-3	-4	-2	-1
- Cc1cccc(NC(=O)c2cnn(-c3ccccc3)c2C)c1C
    0.2	-3	3	1	1.0	2	0	-6	-3
- Cc1cc(C(=O)N/N=C/c2ccc([N+](=O)[O-])cc2)c(C)o1
    -0.1	2	1	-5	2.7	4	1	0	-7
- Cn1c(Cn2nnc3ccccc32)nnc1SCC(=O)N1c2ccccc2Sc2ccccc21
    0.0	0	1	2	4.6	4	17*	-19	35
- CC(C)(C)c1ccc(OCCON2C(=O)CCC2=O)c(Cl)c1
    0.0	1	0	-1	-0.3	-2	0	3	11
- O=C(CSc1ncccn1)Nc1ccc(S(=O)(=O)N2CCCCC2)cc1
    0.0	4	0	1	0.3	-4	-5	18	31
- CCOC(=O)CC1(C)NC(=O)c2c(C)sc(C(=O)OCC)c2N1 (stereo not given)
    0.0	4	1	-6	-1.0	0	3	-2	-1
- O=[N+]([O-])c1cccc2nc(-c3ccccc3)c(-c3ccccc3)nc12
    -0.1	4	-1	1	-1.1	14	-3	-6	2
- O=C(CSc1nnc2ccccn12)NC(=O)c1ccccc1
    0.0	-7	nt	-5	1.8	3	nt	nt	4
- O=C(/C=C/c1ccc(F)cc1)NC(=S)Nc1ccccc1C(=O)NC1CCCCC1
    0.0	0	-2	-3	-0.1	29	-1	7	-10
- Cc1cn([C@H](C(=O)NCCCCCCCCCCC(=O)N2CCN(C(=O)OC(C)(C)C)CC2)[C@@H](C)O)nn1
    -0.1	11	1	4	3.0	0	0	-3	4
- Cc1ccccc1NC(=O)COc1nsnc1N1CCOCC1
    0.1	3	-4	-1	0.8	2	-1	3	-1
- Cc1cc(C)n(C(=O)c2ccc([N+](=O)[O-])cc2Cl)n1
    -0.2	-2	-5	1	0.4	32	-1	-12	-8
- COC(=O)C(C)NC(=O)CNS(=O)(=O)c1ccc(F)cc1 (stereo not given)
    -0.2	-2	-4	0	0.6	-2	-2	-1	8
- O=C(NCC1CCN(Cc2ccc(Cl)cc2)CC1)C1CCCN(c2ncnc3c2nc2n3CCCCC2)C1 (stereo not given)
    0.1	8	1	6	0.9	24	0	3	-4
- CC[C@@H](C)[C@@H](C(=O)N1CCN(C(=O)OC(C)(C)C)CC1)n1cc(CCC(=O)O)nn1
    nt	-3	1	5	4.3	17	-2	-1	-18
- COc1ccc(CCNC(=O)c2csc3c2CCCC3)cc1
    -0.1	8	-3	0	0.5	-4	1	0	-2
- CCN(CC)/C(=N/S(=O)(=O)c1ccc(C)cc1)c1ccccc1
    -0.1	-7	1	0	1.3	-9	-3	-8	0
- Cc1cccc(C)c1OCC(N)C(C)C (stereo not given)
    -0.1	3	-2	-5	0.6	-9	-6	2	nt

Grouped by structure, the entries above containing fluorine
Sequence of screens: Efflux pump mplx	LYPLA2 counter	TPT1 inh	PP1 inh	PP5 inh	PREPL inh	Fh CTSL1 inh	HCV core dimer	JMJD2C inh
- CCCOC1CCCN(C(=O)c2cc(COc3ccc(F)c(F)c3)on2)C1 (stereo not given)
    0.1	3	-1	1	3.9	25	-1	1	2
- O=C(/C=C/c1ccc(F)cc1)NC(=S)Nc1ccccc1C(=O)NC1CCCCC1
    0.0	0	-2	-3	-0.1	29	-1	7	-10
- COC(=O)C(C)NC(=O)CNS(=O)(=O)c1ccc(F)cc1 (stereo not given)
    -0.2	-2	-4	0	0.6	-2	-2	-1	8

Part of the list above, reduced to PP1 inh, TPT1 inh and LYPLA2 counter:
smiles,PP1 inh,TPT1 inh,LYPLA2 counter
COc1ccc(N(CC(=O)NC2CCCCC2)C(=O)CNC(=O)c2cccs2)cc1OC,1,-5,2
Cc1cccc(NC(=O)c2cnn(-c3ccccc3)c2C)c1C,1,3,-3

The listing continues:
Sequence of screens: Efflux pump mplx	LYPLA2 counter	TPT1 inh	PP1 inh	PP5 inh	PREPL inh	Fh CTSL1 inh	HCV core dimer	JMJD2C inh
- O=C(Oc1c(Cl)cc(Cl)c2ccccc12)N1CCCC1
    0.1	0	-3	-1	0.2	2	1	3	1
- O=C(NCc1cccnc1)c1cc2nc(-c3ccc4c(c3)OCO4)cc(C(F)(F)F)n2n1
    0.3	-6	-1	-1	0.6	-10	-1	-3	1
- Cc1cccc(OCCCC(=O)Nc2nnc(C3CCCO3)s2)c1C (stereo not given)
    -0.1	-1	-5	1	1.4	4	0	-1	20
- CCCCc1nnc(NC(=O)C23CC4CC(CC(NC(C)=O)(C4)C2)C3)s1
    0.3	-1	2	-4	-1.2	1	2	13	12
- O=C(NCC1CCCO1)C(=O)NCC(c1ccco1)N1CCN(c2ccccc2)CC1 (stereo not given)
    -0.2	-8	-1	2	-0.9	10	-3	0	3
- S=c1nc(C2CCCCC2)n(-c2ccccc2)[nH]1
    0.2	-12	1	-6	0.4	7	-8	-6	0
- COC(=O)Cn1c(CCS(=O)(=O)c2ccc(Cl)cc2)nc2ccccc21
    0.1	1	0	0	-0.6	5	-1	-1	1
- COC(=O)c1cc(Br)c(=O)n(CCc2ccc(O)cc2)c1
    0.0	6	-2	-3	1.6	-6	1	-3	10
- COC(=O)Cc1cccc2c(=O)c3ccccc3oc12
    0.1	-3	1	-6	0.6	12	2	-4	-22
- O=C(NCc1ccncc1)C(=O)Nc1nc2ccccc2s1
    -0.1	1	3	-2	2.7	7	1	2	4
- CCC(=O)OCC(=O)c1cc(C)n(-c2ccc(Br)cc2)c1C
    0.1	2	-1	1	1.8	16	-2	9	68
- O=C(CNC(=O)c1ccco1)Nc1ccc(N2CCCCCC2)cc1
    -0.2	2	nt	-1	-0.2	16	nt	nt	0
- C=CCNc1nnc(C)c2ccccc12
    0.0	5	0	-1	2.7	3	-2	-6	2
- O=C(N/N=C/c1ccc(N2CCOCC2)s1)c1ccccc1Br
    -0.1	-2	15	6	1.6	14	0	20	2
- CCOC(=O)C1CC(c2ccccc2)=NNC1=O (stereo not given)
    -0.1	1	-1	-3	-0.7	11	-3	0	14
- O=C1CCCC(=O)N1c1ccc(Oc2ccc(Cl)cc2)cc1
    -0.1	-1	1	-3	1.0	-3	-1	2	-112
- Cc1cc(=O)oc2c3c(cc(OCC(=O)NCC(=O)N[C@H](C(=O)O)C(C)C)c12)OC(C)(C)CC3
    -0.1	2	-2	-1	0.0	17	1	0	1
- CCOC(=O)N1CCN(S(=O)(=O)c2ccc(C(=O)Nc3sc4c(c3C(N)=O)CCN(CC)C4)cc2)CC1
    0.4	4	15	1	1.4	0	0	11	-9
- Cn1c(=O)c2c(ncn2CC(=O)OCC(=O)NCc2ccccc2Cl)n(C)c1=O
    0.1	4	1	-2	0.9	1	1	2	-3
- OC(CNCC1CCCO1)Cn1c2ccc(Br)cc2c2cc(Br)ccc21 (stereo not given)
    -0.1	-12	0	12	3.5	0	-3	-24	9
- CCOC(=O)N1CCN(c2cc(=O)n(C3CCCCC3)c(=O)[nH]2)CC1
    0.1	-7	-4	-1	0.4	0	2	-2	-26
- O=C(c1ccc2ncsc2c1)N1CCCC(C(F)(F)F)C1 (stereo not given)
    -0.1	-1	-1	-6	0.4	7	6	-11	4
- CCOC(=O)Cn1nnc(-c2ccc([N+](=O)[O-])cc2)n1
    0.2	-1	4	-2	-1.9	14	-6	2	-1

The list is partial. The share of hits here may be higher or lower than overall.
